# Bioassay records: PubChem BioAssay, several laboratories
# IDE cell inh – inhibitors of human insulin-degrading enzyme in cells; P14735; HEK cells, FAbetaB cleavage, fluorescence polarization; inhibition, % at 5.59 µM; actives 0.41% (n = 320,000); AID 434962;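 active = percent inhibition above the average of all tested compounds plus 3 SD, set per screening campaign, cut at about 16% in these data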;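 also: IDE supplied by intact live HEK cells; FP after avidin binding of uncleaved biotin substrate so inhibition keeps polarization high; 0% = DMSO wells and 100% = 60 µM reference IDE inhibitor Ii1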
# MEKK3 PB1 HTS – raises or lowers MEK5 binding to the human MEKK3 PB1 domain; bead-based flow cytometry, Alexa488-MEK5 binding to MEKK3; actives lie on both sides; 0 = blocked by unlabeled MEK5, 100 = vehicle; binding response (% of control), % at 10 µM; actives 1.4% (n = 290,000); AID 1529;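 active = binding response more than 3 SD above or below the average of its plate-row segment, actives on both sides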;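 also: Alexa488 bead fluorescence after subtracting the streptavidin-only scavenger bead signal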
# p-CIP stab down – p/CIP protein destabilization | AID 1984 | Q05BA5 | actives 0.01% (n = 290,000) | F442A p/CIP-EGFP cells, EGFP fluorescence, 16 h | decrease of EGFP signal, % at 10 µM;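 active = EGFP signal decrease of at least 30% at 10 µM or well 3 SD below plate mean, unless failing retest; inactive = the rest, including hits failing retest or dose response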; also: some compounds called inactive have numbers as strong as hits; many of its hits are not listed in these tables
# CRFR2-BP antag – CRF-BP/CRF-R2 complex antagonism; HEK293 CRF-R2/CRF-BP, CRF-induced calcium fluorescence; inhibition, % at 11.8 µM; actives 0.59% (n = 350,000);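 active = inhibition of the ligand-induced calcium signal above about 50% at the single tested concentration, limit read from the data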
# GalR3 antag – blocks the human galanin receptor 3. O60755. HEK293 GalR3-CNG cAMP membrane potential fluorescence; galR3 body fused to GalR1 C-terminus. inhibition, % at 3 µM. actives 0.44% (n = 360,000);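 active = inhibition above the screen-wide average plus 3 SD, cut at about 13% in these data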;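 also: forskolin and galanin both at EC90 stimulate the cells; cAMP rise reported by CNG channel membrane potential dye signal; 0% = forskolin plus galanin with DMSO and 100% = forskolin alone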
# Target sequence (O60755 1-299 limits assumed): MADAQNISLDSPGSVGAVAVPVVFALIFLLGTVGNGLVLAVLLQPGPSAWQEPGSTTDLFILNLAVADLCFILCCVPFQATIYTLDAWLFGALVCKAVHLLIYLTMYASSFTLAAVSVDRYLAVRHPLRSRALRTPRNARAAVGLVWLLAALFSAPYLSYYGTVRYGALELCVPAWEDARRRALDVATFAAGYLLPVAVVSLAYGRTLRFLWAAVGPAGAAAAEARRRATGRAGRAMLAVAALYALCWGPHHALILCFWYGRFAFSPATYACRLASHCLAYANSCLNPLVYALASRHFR
# PHOSPHO1 block – blocks human PHOSPHO1 phosphatase activity | Q8TCT1 | recombinant PHOSPHO1, absorbance phosphatase assay | inhibition, % at 13.3 µM | actives 1.1% (n = 290,000) | AID 1565; in the data active = inhibition above about 60%
# CRFBP-R2 agonist – CRF-BP/CRF-R2 complex agonism; activation, % at 13.2 µM; HEK293 CRF-R2/CRF-BP, calcium dye fluorescence (FLIPR); percent of saturating CRF peptide response; actives 0.46% (n = 350,000);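 active = activation of at least 50%, plus an integration ratio under a set limit after plate pattern correction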;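 also: plate controls were neutral control wells without compound for no effect and CRF at EC100 for full effect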
# IDE act – IDE (human) activation, cell-based; P14735; AID 493087; HEK cells, FAbeta-B cleavage, fluorescence polarization; 0% vehicle, 100% cell-free pure enzyme wells; activation, % at 5.96 µM; actives 0.073% (n = 340,000);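 active = activation above the mean of all tested compounds plus 3 SD, set per screening campaign, cut at about 17% in these data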
# CHRM4 PAM – positive allosteric modulators of human muscarinic M4 receptor; activation, % at 3 µM; P08173; CHO-K1 hM4/Gqi5, Fluo-8 calcium fluorescence, ACh EC20; 0% = ACh EC20, 100% = maximal ACh; actives 0.4% (n = 360,000);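 active = activation above its plate's cutoff, the mean activation of sample wells plus 3 SD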; also: some results filed as inactive read as strong as hits
# Target sequence (P08173 whole entry, looked up): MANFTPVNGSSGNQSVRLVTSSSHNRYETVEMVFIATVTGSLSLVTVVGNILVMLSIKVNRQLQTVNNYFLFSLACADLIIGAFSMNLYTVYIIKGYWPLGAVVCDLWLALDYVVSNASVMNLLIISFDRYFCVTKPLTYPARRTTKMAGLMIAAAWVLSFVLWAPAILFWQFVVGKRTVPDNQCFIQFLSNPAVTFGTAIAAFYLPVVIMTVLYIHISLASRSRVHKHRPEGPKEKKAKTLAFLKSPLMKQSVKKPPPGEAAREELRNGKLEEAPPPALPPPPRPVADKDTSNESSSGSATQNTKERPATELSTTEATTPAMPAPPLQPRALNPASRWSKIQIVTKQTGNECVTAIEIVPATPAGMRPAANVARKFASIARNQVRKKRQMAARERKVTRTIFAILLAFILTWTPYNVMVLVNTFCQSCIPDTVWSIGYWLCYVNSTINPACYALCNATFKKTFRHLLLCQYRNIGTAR
# Numbers without * were called inactive; x = not tested or not shown; [ ] = dose if it differs, or a comment.
cpd	Molecule	IDE cell inh	MEKK3 PB1 HTS	p-CIP stab down	CRFR2-BP antag	GalR3 antag	PHOSPHO1 block	CRFBP-R2 agonist	IDE act	CHRM4 PAM
1	COc1ccc(CCNC(=O)CCS(=O)(=O)Cc2ccccc2C)cc1OC	4	102	-3	10	-8	24	-1.1	1	-2
2	O=C(NCC(c1ccco1)N1CCN(c2ccccc2)CC1)C(=O)NC1CC1 (configuration not stated)	-3	x	x	4	-4	x	1.1	6	11
3	Cc1ccccc1OCC(=O)N/N=C/c1cccn1C	0	107	2	24	-1	4	-3.4	3	15
4	O=C(COc1ccc(Cl)cc1)NN=C1CCCCCCC1	-1	102	-6	-9	-3	29	-4.7	1	1
5	Cc1ccc2c(c1)N(CCCC(=O)NCc1cccnc1)C(=O)CO2	-1	114	-7	6	0	4	-0.4	5	-6
6	CC(C)(C)c1nc2cc(Cl)c([N+](=O)[O-])cc2o1	-1	104	-6	1	-4	37	1.2	1	3
7	CCOC(=O)c1ccc(N2C(=O)C(C)=C(C)C2=O)cc1	2	101	-10	19	-2	11	-2.9	6	-7
8	CN1C(=O)N(CC(=O)N2CCN(S(=O)(=O)/C=C/c3ccccc3)CC2)C(=O)C12CCCCC2	-4	x	x	11	-1	x	-1.5	3	-3
9	CCOC(=O)C1CCCN(c2c(NCCN(CC)c3ccccc3)c(=O)c2=O)C1 (configuration not stated)	0	99	-1	1	3	26	-1.7	3	-2
10	Cc1ccc(NC(=O)CCc2c(C)nc3ncnn3c2C)nc1	1	101	-5	13	-5	2	-0.6	5	-1
11	Cc1cccc(OCCNC(=O)CCc2ccccc2)c1	3	x	x	-8	-5	x	-3.6	x	-5
12	Cc1sc(NC(=O)CN2CCCC2)nc1-c1ccc2c(c1)CCN2C(=O)c1ccc(F)cc1	7	97	3	7	-7	4	0.5	2	2
13	COc1cccc(C2=NOC(C(=O)NC3CCCCC3)C2)c1 (configuration not stated)	1	104	-17	-5	-6	2	-1.2	-3	1
14	CCC(C)n1c(SCC(=O)Nc2cc(C)on2)nc2ccccc2c1=O (configuration not stated)	6	99	7	-13	-2	-34	-0.4	1	6
15	CCOC(=O)Cc1csc(N(C)C)n1	0	103	0	19	-6	-13	1.5	-6	2
16	CC(NC(=O)/C(C#N)=C/c1ccc([N+](=O)[O-])o1)c1ccccc1 (configuration not stated)	6	101	-34	16	-9	24	1.3	-3	-8
17	C[C@@H]1CCCCO[C@@H](CN(C)C(=O)c2ccccc2)[C@@H](C)CN([C@H](C)CO)C(=O)c2cc(N(C)C)ccc2O1	x	x	x	-4	2	x	4.0	x	-2
18	Cc1cccc(NC(=S)NC2CC3CCCC(C2)N3Cc2ccco2)c1 (configuration not stated)	7	88	-5	-17	-5	-16	-1.6	7	-4
19	C=CCn1c(Sc2nnc(C)s2)nc2c1c(=O)[nH]c(=O)n2C	3	100	8	14	2	3	-1.6	2	13
20	CCn1c(CNC(=O)C2CCCCC2)cc2ccccc21	-7	100	-2	-1	-12	24	-0.2	5	-2
21	COCCNC(=S)N1CCc2cc(OC)c(OC)cc2C1COc1ccc(C(C)C)cc1 (configuration not stated)	-1	94	-2	50*	-3	-17	-1.9	7	-8
22	C=C(C)C1CC=C(CN2CCC(O)CC2)CC1 (configuration not stated)	7	98	0	8	-2	7	-0.6	8	5
23	CC1(C)Cc2nc3sc4c(N(CCO)CCO)nnnc4c3cc2CO1	0	91	-2	9	-5	-11	-2.4	0	-2
24	Cc1cc(C)c2c(CN3CCC(C)CC3)cc(=O)oc2c1C	-1	103	-5	0	-1	9	-1.3	-1	-3
25	N#C/C(=C/c1cn(-c2ccccc2)nc1-c1cccc(S(=O)(=O)N2CCOCC2)c1)C(=O)NCc1ccco1	-3	80	-11	7	-1	-6	0.8	2	-2

cpd	Molecule	IDE cell inh	MEKK3 PB1 HTS	p-CIP stab down	CRFR2-BP antag	GalR3 antag	PHOSPHO1 block	CRFBP-R2 agonist	IDE act	CHRM4 PAM
26	COC(=O)CSc1nnc(-c2ccccn2)n1Cc1ccco1	5	x	6	-5	-5	5	1.1	-3	12
27	COc1ccc(NC(=O)NC2(C(=O)N3CCCC(C)C3)CCCCC2)cc1 (configuration not stated)	-1	102	-2	2	-9	37	-0.9	1	-3
28	O=C(c1ccc(Cl)c(S(=O)(=O)N2CCCCC2)c1)N1CCCCC1	2	99	9	2	-5	31	1.0	2	3
29	COC(=O)[C@]1(Cc2ccccc2)N[C@H](CN(C)C(=O)NC(C)C)[C@@H]2C(=O)N(Cc3ccccc3)C(=O)[C@@H]21	1	x	x	-3	-3	x	-7.2	5	0
30	Cc1cccnc1NC(=O)c1csnn1	-4	65*[inhibitor]	2	-18	-9	-27	-2.7	3	-1
31	COc1cc(OC)cc(C(=O)Nc2nnc(SCC(=O)NCC3CCCO3)s2)c1 (configuration not stated)	0	107	-6	-9	-3	18	-1.3	2	-1
32	NC(=O)c1oc2ccccc2c1NC(=O)c1ccc([N+](=O)[O-])o1	-5	97	-3	4	-2	22	-0.6	3	-3
33	Cn1cnnc1SCC(=O)NCc1ccccc1	-3	94	3	-9	0	-26	-0.6	4	6
34	O=C1CCS/C(=N\N=C\c2ccc(Cl)cc2Cl)N1	0	104	-3	-24	-3	46	4.2	0	-13
35	COc1ccc(Cc2nnc(NS(C)(=O)=O)s2)cc1	1	99	-3	9	x	8	0.0	9	4
36	Cc1ccc(NC(=O)c2ccc(OCC3CCCO3)cc2)cc1Cl (configuration not stated)	x	x	x	-14	-8	x	5.2	x	-9
37	C=CCn1c(SCC(=O)NC2CCS(=O)(=O)C2)nc2sc(CC)cc2c1=O (configuration not stated)	0	97	5	-3	-1	0	0.7	-2	14
38	COc1ccc(S(=O)(=O)Cc2ccc(C(=O)NCC(OC)OC)o2)cc1	-7	103	0	-4	-8	-14	4.8	3	-3
39	O=C(O)c1ccc2c(=O)n3c(nc2c1)/C(=C/c1ccc(Cl)c([N+](=O)[O-])c1)CC3	3	101	-10	-10	-2	31	-0.1	5	-8
40	CC1CC(C)CN(C(=O)CN2C(=O)NC3(CCCCCC3)C2=O)C1 (configuration not stated)	1	x	x	-4	-8	x	-2.1	-1	10
41	Cc1nn(C)cc1/C=C/C(=O)c1ccc(O)cc1	1	93	10	23	-2	-7	0.5	0	2
42	O=C(CCn1nc(-c2ccc(Cl)cc2)c2ccccc2c1=O)NCC1CCCO1 (configuration not stated)	-3	95	1	2	5	16	0.1	-2	12
43	Cc1cc(C)nc(CCNC(=O)c2cc(COc3ccc(F)cc3Cl)on2)n1	1	102	-15	-10	2	49	0.8	5	-4
44	CCOc1c(Br)ccc2c1sc1nc[nH]c(=O)c12	3	100	-6	-20	-1	2	1.0	0	17
45	C/C(CC(=O)N1CCN(C=O)CC1)=N\NC(=O)c1ccc([N+](=O)[O-])cc1	2	86	0	4	-3	1	-2.3	2	0
46	CCC1CCCCN1c1nc(-c2ccncc2)nc2ccccc12 (configuration not stated)	1	105	-3	-82	-5	9	-2.0	11	9
47	CCOC(=O)C1=C(C)OC(N)=C(C#N)C1c1ccc(OC)c(C)c1OC (configuration not stated)	-4	100	-8	12	0	-3	0.0	-2	-7
48	COc1ccccc1N1CCN(C(=O)c2cc(-c3ccco3)on2)CC1	0	99	-4	2	2	0	1.3	-10	-3
49	COc1ccc(C(=O)Nc2c(C)ccc3nsnc23)cc1[N+](=O)[O-]	11	100	-2	27	3	5	-2.4	1	5
50	CC(C)n1cnnc1SCC(=O)NNC(=O)COc1ccc(Cl)cc1	2	x	x	-9	-3	x	0.3	3	2

[51] COCCNC(=O)C(=O)NCC1CCCN1S(=O)(=O)c1cccs1 (configuration not stated)
[52] O=C(Cn1ccc(C(F)(F)F)n1)NNC(=O)c1cccnc1
[53] O=C(CC1(CC2=NS(=O)(=O)c3ccccc3N2)CCCC1)NCCc1ccccc1
[54] CCCCN1CCc2c(c3ccccc3n2Cc2ccccc2)C1
[55] Cc1ccc(C(=O)Nc2ccc(S(=O)(=O)N3CCN(C)CC3)cc2)cc1
[56] O=C(CC(Cc1ccccc1)C(=O)O)NCCc1ccc2c(c1)OCO2 (configuration not stated)
[57] CC(=O)N1CCN(C(=S)c2cccc([N+](=O)[O-])c2)CC1
[58] CC(Sc1nnc(C2CC2)n1C1CC1)C(=O)NCc1cccs1 (configuration not stated)

assay / compound	51	52	53	54	55	56	57	58
IDE cell inh	x	-4	4	0	4	-2	3	x
MEKK3 PB1 HTS	x	103	102	102	120	101	132*	x
p-CIP stab down	x	7	-4	-7	-9	-2	2	x
CRFR2-BP antag	-4	-6	-5	-12	-4	8	3	4
GalR3 antag	-8	1	9	-15	-1	-4	-8	-3
PHOSPHO1 block	x	19	36	-2	-29	7	-5	x
CRFBP-R2 agonist	0.3	0.0	0.0	2.5	0.7	0.7	0.1	-0.7
IDE act	x	2	4	-1	2	1	4	4
CHRM4 PAM	0	-5	-15	-9	-2	1	-1	9

[59] COc1ccc(Cl)cc1NC(=O)COC(=O)c1ccc(C)o1
[60] CC(C)(C)n1ncc2c(=O)n(CC(=O)OCc3ccccc3)cnc21
[61] Cc1cccc(N(CC(=O)NC(C)(C)C)C(=O)CCC(=O)Nc2nccs2)c1
[62] C[C@H](CO)N1C[C@H](C)[C@@H](CN(C)C(=O)Nc2ccc3c(c2)OCO3)Oc2c(NS(=O)(=O)c3ccccc3)cccc2C1=O

assay / compound	59	60	61	62
IDE cell inh	3	2	7	1
MEKK3 PB1 HTS	x	102	106	x
p-CIP stab down	x	-14	-14	x
CRFR2-BP antag	3	2	4	0
GalR3 antag	-6	-4	-3	-7
PHOSPHO1 block	x	-3	31	x
CRFBP-R2 agonist	-2.7	0.4	-0.9	0.2
IDE act	5	-2	8	3
CHRM4 PAM	-3	12	-6	4
